biotin-GST TR-FRET = biotin-GST/anti-GST TR-FRET signal inhibitors, dose response, artefact control for Vif-APOBEC3G degradation inhibitor project, biochemical (AID 1117362). TR-FRET counter screen, biotin-GST/anti-GST signal. IC50 in µM for hits, for the others inhibition, % at the top dose, mostly 100 µM. 3,600 compounds, 2.8% hits;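 active = inhibition above 30% at one or more concentrations, seen consistently on every test date; inconclusive = results that disagree between repeat test dates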;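 note: biotinylated GST protein used in place of GST-Vif 1-94 and biotin-A3G peptide; detects fluorescence quenchers or blockers of GST binding to anti-GST antibody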
* = called active by the depositor; ? = inconclusive.

#1 Cc1cccc(-n2c(N)cc(=O)nc2SCC(=O)NC2CCCCC2)c1
  biotin-GST TR-FRET: -4.9%
#2 Cc1ccc2c(c1)CCCN2C(=O)c1cc(C)c(C)s1
  biotin-GST TR-FRET: 5.4%
#3 COC(=O)c1cccc(NC(=O)c2ccc3c(c2)C(=O)N(CC2CCCO2)C3=O)c1 (stereo unspecified)
  biotin-GST TR-FRET: 13.1%
#4 CCCc1nc2ccccc2c(=O)n1NC(=O)c1c(O)c2cccc3c2n(c1=O)CCC3
  biotin-GST TR-FRET: -2.5%
#5 COCc1nnc(NC(=O)c2ccc(S(=O)(=O)N(C)C3CCCCC3)cc2)o1
  biotin-GST TR-FRET: -0.5%
#6 Clc1ccc(Nc2nc(C3CC3)cs2)cc1
  biotin-GST TR-FRET: -1.8%
#7 Cc1cc2c(c(=O)o1)C(c1ccc([N+](=O)[O-])o1)C(C#N)=C(N)O2 (stereo unspecified)
  biotin-GST TR-FRET: 0.5%
#8 CC1=CC(C)(C)N2C(=O)C(=Nc3ccc(O)cc3)c3cccc1c32
  biotin-GST TR-FRET: 10.9%
#9 Nc1nc(SCc2ccccc2Cl)n[nH]1
  biotin-GST TR-FRET: -2.6%
#10 Cn1c(-c2ccc(Cl)cc2)ccc(C#N)c1=O
  biotin-GST TR-FRET: -3.0%
#11 Cn1nc(CC(=O)NCCN2C(=O)CSC2=O)c2ccccc2c1=O
  biotin-GST TR-FRET: 2.3%
#12 CNc1nc(Sc2cccc(C(F)(F)F)c2)cc(C(F)(F)F)n1
  biotin-GST TR-FRET: -0.6%
#13 Cc1ccc(C(c2nnnn2CC2CCCO2)N2CCN(C)CC2)cc1 (stereo unspecified)
  biotin-GST TR-FRET: 0.8%
#14 O=C(COc1ccc(Cl)cc1)N1CCN(S(=O)(=O)c2ccc(Cl)cc2)CC1
  biotin-GST TR-FRET: 4.2%
#15 O=C(CCN1C(=O)c2ccccc2C1=O)NCc1ccco1
  biotin-GST TR-FRET: 0.5%

#16 Cc1ccc(NC(=O)/C=C\C(=O)O)c([N+](=O)[O-])c1
  biotin-GST TR-FRET: 5.7%
#17 Cc1c(Cl)cccc1NC(=O)CC(Cc1ccccc1)C(=O)O (stereo unspecified)
  biotin-GST TR-FRET: 1.5%
#18 CCCCCCc1nc2c(=O)[nH]c3ccccc3c2o1
  biotin-GST TR-FRET: -3.3%
#19 O=C1/C(=C\c2ccco2)SC(=S)N1Cc1ccccc1
  biotin-GST TR-FRET: -0.3%
#20 Cc1cccc(C)c1NC(=O)Cn1c(=O)n(CCCC(=O)NCc2ccco2)c(=O)c2sccc21
  biotin-GST TR-FRET: -1.0%
#21 CCN1C(=O)c2c(C)nc3ccccc3c2C1=O
  biotin-GST TR-FRET: 6.9%
#22 COc1ccc(-c2cc(-c3ccco3)[nH]c(=O)c2C#N)cc1
  biotin-GST TR-FRET: -14.3%
#23 Cc1ccc(S(=O)(=O)Cn2nnnc2C(CC(C)C)N2CCN(C)CC2)cc1 (stereo unspecified)
  biotin-GST TR-FRET: 4.0%
#24 CC1(C)CCC(=O)c2ccccc21
  biotin-GST TR-FRET: 2.4%
#25 N#Cc1nc(-c2ccco2)oc1N1CCN(c2ccccc2)CC1
  biotin-GST TR-FRET: -1.6%
#26 Cc1nn(Cc2ccccc2)c(C)c1/C=N/NC(=O)c1ccccc1O
  biotin-GST TR-FRET: -1.0%
#27 COc1ccccc1N1CCN(C(=O)C(F)F)CC1
  biotin-GST TR-FRET: -0.9%
#28 CCCc1cc(=O)oc2cc(C)c(CN3CCCC3)c(O)c12
  biotin-GST TR-FRET: 7.6%
#29 COc1ccccc1/C=C(/CC(=O)NCc1ccccc1)c1nc2ccccc2s1
  biotin-GST TR-FRET: 0.4%
#30 CC(=O)Nc1cc(NC(C)=O)cc(C(=O)N2CCCC3CCCCC32)c1 (stereo unspecified)
  biotin-GST TR-FRET: 7.5%

Next section, overlapping the part above by 3 compounds.
#28 CCCc1cc(=O)oc2cc(C)c(CN3CCCC3)c(O)c12
  biotin-GST TR-FRET: 7.6%
#29 COc1ccccc1/C=C(/CC(=O)NCc1ccccc1)c1nc2ccccc2s1
  biotin-GST TR-FRET: 0.4%
#30 CC(=O)Nc1cc(NC(C)=O)cc(C(=O)N2CCCC3CCCCC32)c1 (stereo unspecified)
  biotin-GST TR-FRET: 7.5%
#31 CCCCn1cnc2cc(NCc3ccncc3)ccc21
  biotin-GST TR-FRET: >100µM*
#32 O=[N+]([O-])c1c(Nc2ccccc2O)cc(Cl)c2nonc12
  biotin-GST TR-FRET: 3.9%
#33 O=C1CCCC(O)=C1C=Nc1ccc(O)cc1
  biotin-GST TR-FRET: 1.1%
#34 COc1ccc(-n2ncc3c(N4CCC(C(N)=O)CC4)ncnc32)cc1
  biotin-GST TR-FRET: 4.2%
#35 Cc1ccc(C)c(-n2c(Cc3cc(=O)[nH]c(=O)[nH]3)nnc2SC(C)C)c1
  biotin-GST TR-FRET: 3.2%
#36 CC(=O)N1CCN(c2ccc(NCc3ccccc3)cc2)CC1
  biotin-GST TR-FRET: ?
#37 O=C(c1ccc(S(=O)(=O)N2CCOCC2)cc1)N1CCN(c2cccc(Cl)c2)CC1
  biotin-GST TR-FRET: -2.1%
#38 Cc1nn(CC(=O)NC2CC2)c(C)c1S(=O)(=O)N(C)C
  biotin-GST TR-FRET: -0.5%
#39 O=c1c2c([nH]c3ccccc13)CCCCCC2
  biotin-GST TR-FRET: 2.7%

An excerpt from above in order of molar mass, highest first:
#37 O=C(c1ccc(S(=O)(=O)N2CCOCC2)cc1)N1CCN(c2cccc(Cl)c2)CC1
  biotin-GST TR-FRET: -2.1%
#35 Cc1ccc(C)c(-n2c(Cc3cc(=O)[nH]c(=O)[nH]3)nnc2SC(C)C)c1
  biotin-GST TR-FRET: 3.2%
#36 CC(=O)N1CCN(c2ccc(NCc3ccccc3)cc2)CC1
  biotin-GST TR-FRET: ?
#32 O=[N+]([O-])c1c(Nc2ccccc2O)cc(Cl)c2nonc12
  biotin-GST TR-FRET: 3.9%
#38 Cc1nn(CC(=O)NC2CC2)c(C)c1S(=O)(=O)N(C)C
  biotin-GST TR-FRET: -0.5%
#31 CCCCn1cnc2cc(NCc3ccncc3)ccc21
  biotin-GST TR-FRET: >100µM*

Two records drawn at random from those above, as already listed:
#33 O=C1CCCC(O)=C1C=Nc1ccc(O)cc1
  biotin-GST TR-FRET: 1.1%
#35 Cc1ccc(C)c(-n2c(Cc3cc(=O)[nH]c(=O)[nH]3)nnc2SC(C)C)c1
  biotin-GST TR-FRET: 3.2%

The list is partial; rates above refer to the full screens.
